Screening data: PubChem, several laboratories
S1P2 antag – S1P2 (human) receptor antagonism; cell-based S1P2 antagonist assay, inhibition at 5 uM; actives 0.21% (n = 97,000); inhibition, % at 5 µM; O95136; AID 736; in the data active = inhibition above about 45%;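 also: CRE beta-lactamase reporter cells expressing human S1P2 stimulated with S1P; 0% = agonist at EC80 alone and 100% = agonist plus reference antagonist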
Target sequence (O95136 whole entry, looked up): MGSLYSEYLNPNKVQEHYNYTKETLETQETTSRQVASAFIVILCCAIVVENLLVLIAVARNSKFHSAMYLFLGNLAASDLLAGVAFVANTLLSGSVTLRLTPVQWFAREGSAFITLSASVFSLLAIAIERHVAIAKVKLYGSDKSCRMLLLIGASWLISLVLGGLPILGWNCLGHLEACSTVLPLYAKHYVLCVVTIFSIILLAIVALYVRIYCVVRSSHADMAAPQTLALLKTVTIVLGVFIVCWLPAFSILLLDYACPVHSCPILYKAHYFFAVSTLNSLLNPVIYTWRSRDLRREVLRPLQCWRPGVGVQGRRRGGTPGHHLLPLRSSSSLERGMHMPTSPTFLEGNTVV
E coli WT exp – growth inhibitors of E. coli BW25113 wild type. OD600 absorbance. growth inhibition, % at 100 µM. actives 0.15% (n = 98,000). AID 710;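 active = growth inhibition above about 50% at one test dose, limit read from the data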;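 also: growth measured after 20 h incubation at 37 °C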
sEH act – soluble epoxide hydrolase (human) activation. P34913. purified human sEH enzymatic activity, activator screen. activation, % at 2 µM. actives 0.04% (n = 91,000). AID 717; in the data active = activation above about 37%; also: values of inactives mirror those of a sister screen read the other way
Target sequence (P34913 whole entry, looked up): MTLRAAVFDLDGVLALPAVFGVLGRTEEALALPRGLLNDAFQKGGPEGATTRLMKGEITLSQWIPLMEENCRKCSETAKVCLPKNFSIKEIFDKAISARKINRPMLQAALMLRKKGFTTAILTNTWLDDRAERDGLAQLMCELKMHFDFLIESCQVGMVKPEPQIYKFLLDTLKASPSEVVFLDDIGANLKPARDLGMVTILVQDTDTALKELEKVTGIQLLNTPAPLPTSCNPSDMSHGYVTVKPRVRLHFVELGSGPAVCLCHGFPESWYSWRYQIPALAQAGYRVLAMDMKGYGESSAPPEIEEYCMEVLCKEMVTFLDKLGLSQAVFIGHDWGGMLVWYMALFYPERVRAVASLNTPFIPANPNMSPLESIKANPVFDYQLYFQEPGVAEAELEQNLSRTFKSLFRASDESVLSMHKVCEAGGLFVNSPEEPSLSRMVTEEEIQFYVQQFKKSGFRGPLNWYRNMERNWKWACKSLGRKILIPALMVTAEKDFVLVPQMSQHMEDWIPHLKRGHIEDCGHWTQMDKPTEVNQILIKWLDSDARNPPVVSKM
Mac1 fbg inh – blocks human CD11b/CD18 adhesion to fibrinogen | AID 1497 | inhibition, % at 10 µM | K562 CD11b/CD18 adhesion to fibrinogen, ATPlite luminescence; Mn2+ added to activate the integrin | actives 0.54% (n = 93,000);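 active = primary inhibition of 50% or more at 10 µM, then 40% or more on retest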; also: some results filed as inactive read as strong as hits
PLAP activator – human PLAP activation; purified PLAP enzyme, luminescent substrate read-out; active compounds read high; actives 1.2% (n = 96,000); P05187; AID 696; activation fold at 20 µM; in the data active = activation fold above about 2
S1P2 agonist – activates the human S1P2 receptor; O95136; S1P2-expressing cell line, agonist reporter read-out; activation, % at 4.5 µM; actives 0.46% (n = 97,000); in the data active = activation above about 16%;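 also: 0% = vehicle low control and 100% = maximal reference agonist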
PostGolgi ctrl – yeast control strain growth, post-Golgi counter-screen | efflux-deficient yeast background strain, growth absorbance A615, 16 h | inhibition, % at 10 µM | actives 5% (n = 98,000) | AID 738
sEH inh – soluble epoxide hydrolase (human) inhibition; recombinant human sEH enzymatic activity assay; inhibition, % at 2 µM; actives 0.34% (n = 91,000); AID 707; in the data active = inhibition above about 80%; also: values of inactives mirror those of a sister screen read the other way; many of its hits are not listed in these tables
PostGolgi yeast – growth inhibition of a yeast mutant, post-Golgi transport screen; post-Golgi transport phenotypic cell assay; inhibition, % at 10 µM; actives 0.9% (n = 98,000); AID 739;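 also: yeast cells grown in 1536-well plates; yeast grown about 18 h at 30C before absorbance read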
Numbers without * were called inactive; / = no result given. Rule as the data show it, unless noted: active = inhibition above about 30%; inactive = the rest. Not a hit list. About 7.1% of those tested had a hit in this group.

Start of the data: the first five records, to show the layout:
SMILES	S1P2 antag	E coli WT exp	sEH act	Mac1 fbg inh	PLAP activator	S1P2 agonist	PostGolgi ctrl	sEH inh	PostGolgi yeast
CCOC(=O)c1ccc(NC(=O)CSc2n[nH]c(-c3ccncc3)n2)cc1	14	-16	-12	2	1.1	-4	6	7	2
O=C(N1CCOCC1)N1CCC(NC(=O)C23CC4CC(CC(C4)C2)C3)CC1	-3	/	-12	/	/	-4	/	12	/
CCn1c(=O)cc(SCC(=O)Nc2cccnc2)c2ccccc21	-13	4	0	-4	1	-7	13	-2	-5
O=C1CSC(c2cccnc2)N1c1ccc(F)cc1 (stereo not drawn)	-12	-2	10	0	1.1	0	5	-8	-3
COc1cc(S(=O)(=O)NCc2ccccn2)c(OC)cc1Cl	-7	/	-9	/	/	-1	/	12	/

Results, from the first entry:
SMILES	S1P2 antag	E coli WT exp	sEH act	Mac1 fbg inh	PLAP activator	S1P2 agonist	PostGolgi ctrl	sEH inh	PostGolgi yeast
CCOC(=O)c1ccc(NC(=O)CSc2n[nH]c(-c3ccncc3)n2)cc1	14	-16	-12	2	1.1	-4	6	7	2
O=C(N1CCOCC1)N1CCC(NC(=O)C23CC4CC(CC(C4)C2)C3)CC1	-3	/	-12	/	/	-4	/	12	/
CCn1c(=O)cc(SCC(=O)Nc2cccnc2)c2ccccc21	-13	4	0	-4	1	-7	13	-2	-5
O=C1CSC(c2cccnc2)N1c1ccc(F)cc1 (stereo not drawn)	-12	-2	10	0	1.1	0	5	-8	-3
COc1cc(S(=O)(=O)NCc2ccccn2)c(OC)cc1Cl	-7	/	-9	/	/	-1	/	12	/
Cc1cccc(S(=O)(=O)N(CC(=O)Nc2ccccc2C)Cc2ccco2)c1	-8	3	13	5	0.8	-12	14	-10	-4
COc1cc(-c2nnc(SCC(=O)N3CCCC3)o2)cc(OC)c1OC	-14	2	-7	9	1.1	-3	0	8	12
Cc1ccc(S(=O)(=O)N2CCN(C)CC2)c(C)c1N(C)S(=O)(=O)c1ccc(Cl)cc1	8	-1	-2	-2	1.7	-3	3	4	7
CC(C)Cn1c(-c2ccccc2)nc(=S)c2c1CCCC2	1	6	-11	0	0.7	-9	3	13	3
Cc1ccc(-c2nnc3c4ccccc4c(C)nn23)cc1S(=O)(=O)N1CCN(CCO)CC1	-41	-12	9	/	1.4	17*	27	-7	0
O=C(NCc1ccco1)C(c1ccccc1F)N(CC1CCCO1)C(=O)Cn1nnc2ccccc21 (stereo not drawn)	/	-1	/	-3	1.5	/	5	/	-5
COc1ccc(OC)c(NC(=O)C2CCC(CNc3c(N4CCC(C)CC4)c(=O)c3=O)CC2)c1 (stereo not drawn)	4	5	-8	-1	1.7	-9	1	7	-12
COCc1cc(=O)n2[nH]c(C)cc2n1	/	1	/	-6	1.1	/	6	/	0
O=C(COc1ncnc2ccccc12)c1ccc2c(c1)OCCO2	10	1	10	4	1.1	-4	-14	-10	22
CCC(=O)Nc1ccc2c(c1)C(=O)c1ccccc1C2=O	-11	-3	-3	14	1	-5	15	6	0
COC(=O)C1=C(N)Oc2cc(C)n(CCN3CCOCC3)c(=O)c2C1c1cccnc1 (stereo not drawn)	-4	1	/	5	1	-4	1	/	-8
COc1ccccc1NC(=O)C1=C(C)NC(SCC(=O)c2ccccc2)=C(C#N)C1c1ccco1 (stereo not drawn)	13	-4	2	-12	1.4	-6	5	-2	-14
O=C(CN1C(=O)c2cccc3cccc1c23)N1CCN(c2cccc(Cl)c2)CC1	-2	-2	15	2	0.8	-2	10	-13	7
Cc1ccc(NC(=O)Cn2nc(C)c3ccccc3c2=O)cc1	6	-2	-16	-1	1	-4	1	16	-6
COc1cc(C(=O)Nc2ccc3c(c2)C(=O)N(CCC(=O)O)C3=O)cc(OC)c1OC	-7	0	-9	/	/	-4	-1	12	-1
CCOC(=O)c1c(C)c(C(=O)NCC2CCCO2)c(C)n1CC (stereo not drawn)	/	-1	/	-4	1	/	0	/	5
Cc1ccc(O)c(CNc2nc3ccccc3n2C)c1	-6	10	-10	-10	1	-8	0	11	1
CCOC(=O)Cc1c(C)nc2c(-c3ccccc3)c[nH]n2c1=O	/	4	/	-19	1.3	/	9	/	-2
CN(C(=O)C1CCOC1)c1nnc(C2CCOC2)s1 (stereo not drawn)	1	4	12	-19	0.9	-6	6	-10	-8
COC(=O)NCc1ccc2c(c1)OCO2	11	5	-6	7	0.9	-2	8	2	1
Cc1ccccc1-c1noc(CCC(=O)NCC2CCCO2)n1 (stereo not drawn)	0	-3	-2	-5	1.1	0	1	1	-3
CN(CCc1ccccn1)S(=O)(=O)c1ccccc1F	19	/	-7	-6	0.8	-4	/	7	/
O=C1CN(C(=O)c2ccco2)C(c2ccc(F)cc2)c2cc(Cl)ccc2N1 (stereo not drawn)	8	/	9	/	/	-4	/	-8	/
CCOC(=O)c1ccc(NC(=O)CCc2ccc(C)o2)cc1	11	8	4	/	0.9	-3	22	-4	8
Cc1ccn2cc(CCNC(=O)CC(C)(C)C)nc2c1	-1	0	-8	/	/	-6	-3	11	3
C=CCNc1nc(C)nc(OC)n1	-6	3	/	10	1	-4	6	/	-8
Cc1cc(=O)n2[nH]c(N3C(=O)CCC3=O)nc2n1	5	-3	8	-13	1	-4	10	-5	3
COc1cc(OC)cc(C(=O)Nn2cc(C(=O)N3CCN(C)CC3)c3ccccc3c2=O)c1	11	-6	-10	0	0.9	-2	26	9	22
CC1CCC(NC(=O)Cn2cc3c(n2)CCCC3)CC1 (stereo not drawn)	-8	-5	-78	3	0.8	-4	1	78	-4
Cc1cccc(-n2c(SCC(=O)NCc3ccco3)nnc2-c2ccco2)c1	-11	8	-2	/	/	-6	-7	4	6
CCCCOC(=O)CNc1n[nH]c(=S)[nH]c1=O	-18	-9	22	-4	1	-4	7	-25	24
COc1ccccc1-c1nc2s/c(=C\c3cccs3)c(=O)n2n1	/	-1	/	-12	1.2	/	14	/	19
CCS(=O)(=O)N1CCCC(C(=O)NC2CCC(C)CC2)C1 (stereo not drawn)	-2	3	-45	/	0.8	-1	3	46	0
O=C(CCCCCn1c(=S)[nH]c2cc3c(cc2c1=O)OCO3)N1CCN(Cc2ccccc2)CC1	0	-11	9	4	1.4	-1	7	-13	16
Cn1cccc1Cc1nnc(SCC(=O)Nc2nc3ccccc3s2)n1CCc1ccccc1	-25	-4	/	-19	1.2	-4	7	/	-3
COC(=O)c1ccc(NC(=O)C2CCCO2)cc1 (stereo not drawn)	9	1	-8	12	1	0	3	6	-1
Cc1ccccc1NC(=O)C1C2CCCC1C2c1ccccc1 (stereo not drawn)	-3	-6	1	/	1.1	-3	-6	1	-7
CCn1c(=O)cc(SCC(=O)N2CCN(C)CC2)c2ccccc21	15	2	2	0	1.3	-6	10	1	4
CCc1nn(C(C)C(=O)N2CCN(Cc3ccccc3)CC2)c(=O)c2cc3occc3n12 (stereo not drawn)	/	-3	/	20	1.5	/	6	/	-5
CCCN(CCC)c1nc(N)c(C#N)c(CC#N)c1C#N	-42	-4	-4	4	1.2	16*	17	-2	0
CCc1ccc(NC(=O)C2CC=CCC2C(=O)O)cc1 (stereo not drawn)	4	-4	/	0	1.2	-4	6	/	5
COc1cccc(N(CC(=O)Nc2ccccc2C)S(C)(=O)=O)c1	-93	-16	4	-12	0.9	-3	16	-4	-2
COC(=O)c1nn(-c2c(C)n(C)n(-c3ccccc3)c2=O)cc1O	15	7	-2	-5	0.8	-7	0	1	0
O=S(=O)(c1cccs1)N1CCN(c2ccccn2)CC1	11	5	-3	/	/	-6	5	5	-7
O=C(Nc1cccc2c1CCCC2)C1CCN(C(=O)NC2CCCCC2)CC1	17	1	-1	2	1	-4	-7	-2	0
Cc1cc(NC(=O)CSc2nc(-c3ccco3)cc(C(F)(F)F)n2)no1	-11	/	-8	/	/	1	/	4	/
Cc1ccc(CSc2nnc(-c3ccncc3)n2C)cc1	0	5	8	-15	0.8	0	5	-6	3
O=C(NCc1ccco1)C1(c2ccccc2)CCCC1	6	4	5	-7	1	-3	5	-6	13
COC(=O)c1cc(NC(=O)C2COc3ccccc3O2)ccc1Cl (stereo not drawn)	-22	4	-1	/	0.7	-5	30*	-1	-3
O=C(NCC1CCCO1)C1CCN(C(=O)c2ccc(Cl)cc2)CC1 (stereo not drawn)	-6	9	4	-60	1.1	-4	6	-1	-4
COc1ccccc1NC(=O)Nc1ccc2c(c1)nnn2C	1	-13	14	9	1	-1	10	-16	28
CCOc1cc(S(=O)(=O)NC2CCCCC2)ccc1F	9	2	17	8	0.7	-2	10	-17	-3
COc1ccc(-c2nc(C#N)c(N3CCC(C(N)=O)CC3)o2)cc1	-23	-3	2	-2	1	-1	-6	-2	19
O=C(COC(=O)c1ccccn1)Nc1cccc(Cl)c1Cl	18	6	0	-12	1.1	0	17	3	-3
C(=C\CSc1ncn[nH]1)/CSc1ncn[nH]1	12	16	5	-2	2.7*	-5	2	-6	5

Remaining list, next part.
SMILES	S1P2 antag	E coli WT exp	sEH act	Mac1 fbg inh	PLAP activator	S1P2 agonist	PostGolgi ctrl	sEH inh	PostGolgi yeast
COc1nc2ccc(C)cc2cc1-c1noc(-c2ccccc2)n1	0	-11	4	/	0.9	-4	31*	-6	8
c1n[nH]c(NCc2ccc3c(c2)OCO3)n1	-6	0	-7	3	1.2	-2	8	6	1
O=C(O)c1cccc(CSc2nnc(COc3ccccc3)o2)c1	-6	-1	5	2	1	-5	-10	-6	1
Cc1ccc(C)c(C(=O)C(C)OC(=O)c2cccn2C)c1 (stereo not drawn)	-5	9	/	-12	0.7	-2	6	/	2
COc1ccc(NC(=O)CSc2c(C)nn(-c3nnc(C)c(=O)[nH]3)c2C)cc1	25	-3	0	-27	1.1	-3	13	-6	1
Cc1ccc(-c2nc3ccccc3[nH]2)cc1NC(=O)c1ccco1	11	-10	2	-1	1.2	-7	2	-2	-3
Cc1ccccc1NC(=S)NNC(=O)c1csc2c1CCC(C)C2 (stereo not drawn)	-5	-4	-4	17	1.4	-2	7	6	4
CO/N=C/c1ccc(N2CCN(C(=O)c3ccc(C)cc3)CC2)c([N+](=O)[O-])c1	19	-6	26	/	1.2	-7	1	-24	-12
O=c1[nH][nH]c2nc(C(F)(F)F)cc(C(F)(F)F)c12	-16	-3	-4	-10	0.8	-9	0	6	-2
Cc1ccc(NC(=S)N2CCN(Cc3ccc4c(c3)OCO4)CC2)c(C)c1	-20	/	-8	/	/	-3	/	6	/
COC(=O)c1ccc(C)c(NC(=O)CN(c2ccc3c(c2)OCO3)S(C)(=O)=O)c1	22	-4	2	-1	1	-4	0	-4	14
Cc1cc(C)cc(OCC(=O)Nc2ccc(N3CCCC3)cc2)c1	-4	5	-8	-11	1.3	-3	-3	5	-3
Cc1ccc(C(C)NC(=O)/C(C#N)=C\c2c(C)[nH]c3ccccc23)cc1 (stereo not drawn)	-25	-2	19	-2	0.8	-1	59*	-18	-2
O=[N+]([O-])c1cccc(C(=Nc2ccc(Cl)cc2)NO)c1	-19	-7	-1	-33	0.7	-1	13	-1	-3
CN(C)c1nc(OCCOC(=O)Nc2ccc(Cl)cc2Cl)nc(N(C)C)n1	/	-1	/	/	1.3	/	34*	/	4
Cc1cc(Br)ccc1NCc1ccccn1	2	11	-4	/	0.9	1	6	7	21
CCCCCCOc1ccc(N2C(=O)CC(N3CCC(C(=O)OCC)CC3)C2=O)cc1 (stereo not drawn)	11	-9	/	-3	1.4	-4	7	/	-6
COC(=O)c1ccc(C(=O)OC)c(NC(=O)CS(=O)(=O)Cc2ccccc2)c1	5	-6	-7	-12	1	-2	3	10	3
CCOC(=O)CN(C(=O)CSc1nnc(C)n1-c1ccccc1)c1ccccc1	-8	2	4	-4	1.4	-4	22	-4	-2
COc1ccc(Br)cc1CNC(=O)Nc1cccs1	3	-1	-11	4	0.8	-8	8	14	11
Cn1cnnc1SCC(=O)Nc1cccc(C(=O)O)c1	7	-1	-2	-5	0.8	-1	-14	3	-6
CCOc1ccc(C2c3c(oc4cc(C)c(C)cc4c3=O)C(=O)N2CCCN(C)C)cc1OC (stereo not drawn)	-9	-2	-9	-17	1.1	-6	18	8	5
c1csc(-c2noc(COc3ccc4c(c3)CCCC4)n2)c1	4	5	-5	46	1	-12	9	4	-7
